Screening data (PubChem)
HKDC1 inhibitor – HKDC1 hexokinase inhibitors, primary screen, biochemical, fluorescence, uHTS; recombinant HKDC1, G6PDH/diaphorase resazurin coupled fluorescence; inhibition, % at 20 µM; hit rate 0.16% among 340,000;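 active = inhibition above about 35% when tested at 20 µM, limit read from the data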;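 also: plate controls were DMSO wells with enzyme for no effect and DMSO wells lacking enzyme for full effect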
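Test system: HK5 enzyme. Quantity: 5 µg/mL HK5 final. Reagent: glucose and ATP substrates. Schedule: 90 min reaction incubation at room temperature, dark. Technique: resazurin-to-resorufin fluorescence via G6PDH and diaphorase coupling, 525/613 nm. Control set: DMSO wells with and without enzyme mix.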
SENP8 block-1 – SENP8 protease inhibitors, primary screen, biochemical, luminescence; Sentrin-specific protease 8 (Homo sapiens), Q96LD8; purified SENP8, Z-RLRGG-aminoluciferin cleavage; inhibition, % at 10 µM; hit rate 1.2% among 330,000; AID 2540, 2010; in the data active = inhibition above about 50%
Target sequence (Q96LD8 whole entry, looked up): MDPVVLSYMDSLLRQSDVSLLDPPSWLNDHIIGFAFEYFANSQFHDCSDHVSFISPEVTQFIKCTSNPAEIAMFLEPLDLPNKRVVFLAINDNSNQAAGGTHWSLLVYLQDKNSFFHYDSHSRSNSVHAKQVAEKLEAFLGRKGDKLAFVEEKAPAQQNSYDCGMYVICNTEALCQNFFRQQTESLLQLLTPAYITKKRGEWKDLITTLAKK
PfG6PD inh – PfG6PD enzyme inhibitors, primary screen, biochemical, fluorescence intensity, uHTS | glucose-6-phosphate dehydrogenase-6-phosphogluconolactonase (Plasmodium falciparum 3D7) | PfGluPho enzyme, NADPH resazurin-diaphorase fluorescence | inhibition, % at 20 µM | hit rate 0.78% among 350,000 | AID 504690, 2011;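 active = inhibition reaching at least a set limit at 20 µM in the primary screen, cut at about 59% in these data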;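 also: 0% = DMSO wells with substrate and 100% = DMSO wells lacking glucose-6-phosphate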
SENP7 inh – SENP7 protease inhibitors, primary screen, biochemical, luminescence, uHTS | recombinant SENP7, Z-RLRGG-aminoluciferin luminescence, 40 min | Sentrin-specific protease 7 (Homo sapiens), Q9BQF6 | hit rate 1.5% among 330,000 | inhibition, % at 5 µM;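 active = inhibition above about 50% at the single test dose, limit read from the data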;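 also: plate controls were DMSO with enzyme for no effect and no enzyme buffer wells for full effect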
MIN6 prolif – inducers of MIN6 beta-cell proliferation, primary screen, ATP luminescence, uHTS; hit rate 0.29% among 330,000; proliferation, % at 10 µM; MIN6 cells proliferation, ATPlite luminescence, 48 h; cells starved in 0.2% serum; 100% = growth in 10% serum;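 active = compounds whose signal lies at least 3.5 SD above the mean of all wells on their plate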;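 also: 0% = DMSO-treated cells in low-serum medium and 100% = 10% serum control; some compounds called inactive have numbers as strong as hits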
SENP1 inh – human SENP1 catalytic domain inhibitors, primary screen, biochemical, FRET, uHTS; Sentrin-specific protease 1 (Homo sapiens), Q9P0U3; recombinant SENP1 catalytic domain, CyPet-SUMO1-YPet FRET cleavage; inhibition, % at 10 µM; hit rate 0.21% among 360,000; AID 624204, 2012;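 active = inhibition at least 30% at 10 µM, raw YFP signal under a set limit, fluorescence ratio 0.5 to 1.5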;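 also: 0% = enzyme with DMSO and 100% = no enzyme wells; some results filed as inactive read as strong as hits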
Target sequence (Q9P0U3 419-644 limits assumed): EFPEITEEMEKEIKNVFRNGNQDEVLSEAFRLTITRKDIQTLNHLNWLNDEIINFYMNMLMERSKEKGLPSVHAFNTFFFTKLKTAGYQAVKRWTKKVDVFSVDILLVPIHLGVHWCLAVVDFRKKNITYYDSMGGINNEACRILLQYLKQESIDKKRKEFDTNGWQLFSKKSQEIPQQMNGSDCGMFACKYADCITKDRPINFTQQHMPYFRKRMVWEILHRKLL
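Assay system – human recombinant His6-tagged SENP1 catalytic domain enzyme · Input – SENP1 enzyme, 20 pM final · Buffer or medium – Tris pH 8 buffer plus EDTA, NaCl, BME, BSA, NP40, catalase · Schedule – 50 min reaction at room temperature · Technique – FRET read of cyan and yellow fluorescence · Control set – no-enzyme wells low, DMSO-plus-enzyme wells high control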
UBC13 polyUb – UBC13 polyubiquitin chain formation inhibitors, primary screen, biochemical, TR-FRET, uHTS; inhibition, % at 20 µM; hit rate 0.47% among 330,000; AID 485273, 2010; in the data active = inhibition above about 45%, passing the limit was not always enough
SENP6 inh – SENP6 protease inhibitors, primary screen, biochemical, luminescence, uHTS; Sentrin-specific protease 6 (Homo sapiens), Q9GZR1; Recombinant SENP6 catalytic domain, aminoluciferin luminescence; hit rate 1.8% among 330,000; inhibition, % at 10 µM; AID 2599, 2010;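 active = inhibition above about 50% at the single tested dose, limit read from the data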;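 also: plate controls were DMSO wells with enzyme for no effect and DMSO wells lacking enzyme for full effect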
Target sequence (Q9GZR1 628-1112 limits assumed): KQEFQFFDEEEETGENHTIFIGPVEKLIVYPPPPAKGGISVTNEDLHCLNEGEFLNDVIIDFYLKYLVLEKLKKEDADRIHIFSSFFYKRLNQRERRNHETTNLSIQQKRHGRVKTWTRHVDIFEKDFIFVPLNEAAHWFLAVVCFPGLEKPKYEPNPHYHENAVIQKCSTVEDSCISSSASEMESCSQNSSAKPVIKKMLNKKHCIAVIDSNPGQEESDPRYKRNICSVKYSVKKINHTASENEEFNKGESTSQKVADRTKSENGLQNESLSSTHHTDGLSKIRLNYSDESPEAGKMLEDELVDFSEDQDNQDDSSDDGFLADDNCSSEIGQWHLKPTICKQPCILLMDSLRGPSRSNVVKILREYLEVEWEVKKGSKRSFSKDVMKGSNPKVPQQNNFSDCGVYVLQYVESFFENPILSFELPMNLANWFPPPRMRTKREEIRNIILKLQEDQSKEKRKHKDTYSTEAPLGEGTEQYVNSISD
SENP8 block-2 – human SENP8 protease inhibitors, primary screen, biochemical, fluorescence, Nedd8 protein substrate, uHTS; Sentrin-specific protease 8 (Homo sapiens), Q96LD8; recombinant SENP8; inhibition, % at 20 µM; hit rate 0.64% among 360,000; AID 602440, 2012; in the data active = inhibition mostly above about 40%, no sharp cut-off; inactive = mostly below about 27%
An asterisk follows results filed as active.

Screening Cc1cnc(C(=O)OCC(=O)N(CC(C)C)C2CCS(=O)(=O)C2)cn1 (stereo not drawn) returned HKDC1 inhibitor 2.2, SENP8 block-1 8.4, PfG6PD inh -9.4, SENP7 inh -7.8, MIN6 prolif -2.8, SENP1 inh 0.6, UBC13 polyUb -4.9, SENP6 inh -2.3 and SENP8 block-2 5.1.
`CCN(C(=O)COC(=O)c1ccc(SC)cc1OC)C1CCS(=O)(=O)C1` (stereo not drawn) gave HKDC1 inhibitor 0.1, SENP8 block-1 -7.0, PfG6PD inh 15.5, SENP7 inh 7.4, MIN6 prolif -0.8, SENP1 inh -1.1, UBC13 polyUb 4.5, SENP6 inh 4.7 and SENP8 block-2 -1.3.
Screening CC1CCCC(NC(=O)CSc2nnc(-c3cccnc3)n2N)C1C (stereo not drawn) returned HKDC1 inhibitor -15.3, SENP8 block-1 -2.2, PfG6PD inh 3.3, SENP7 inh -1.1, MIN6 prolif -1.6, SENP1 inh 13.8, UBC13 polyUb -16.7, SENP6 inh 18.0 and SENP8 block-2 -19.8.
`COc1ccc(C2C(C(=O)c3ccc(C)o3)=C(O)C(=O)N2Cc2cccnc2)cc1` (stereo not drawn) gave HKDC1 inhibitor -1.9, SENP8 block-1 8.3, PfG6PD inh -3.9, SENP7 inh 3.9, MIN6 prolif -0.7, SENP1 inh -2.5, UBC13 polyUb -11.5, SENP6 inh 5.6 and SENP8 block-2 -8.8.
OCCN1CN=C(Nc2nc3ccccc3s2)NC1 was read as HKDC1 inhibitor -5.2, SENP8 block-1 -4.4, PfG6PD inh 4.4, SENP7 inh 0.8, MIN6 prolif 0.8, SENP1 inh 1.6, UBC13 polyUb 13.0, SENP6 inh -16.3 and SENP8 block-2 19.0.
For Cc1ccc(/C=C/C(=O)N2CCN(S(=O)(=O)c3ccc(C)c(C)c3)CC2)o1 the results were HKDC1 inhibitor 7.9, SENP8 block-1 1.2, PfG6PD inh 62.2*, SENP7 inh 1.5, MIN6 prolif -0.1, SENP1 inh -13.1, UBC13 polyUb 3.7, SENP6 inh 12.9 and SENP8 block-2 -13.5.
For C/C(=N\N=C\c1cccc(F)c1)c1nnn(-c2nonc2N)c1C the results were HKDC1 inhibitor 5.5, SENP8 block-1 -0.6, PfG6PD inh -22.5, SENP7 inh -0.6, MIN6 prolif 0.0, SENP1 inh 0.4, UBC13 polyUb 7.1, SENP6 inh 10.5 and SENP8 block-2 5.6.
CC1CCCN(S(=O)(=O)c2cccc(-c3cn4cccnc4n3)c2)C1 (stereo not drawn) was read as HKDC1 inhibitor 0.0, SENP8 block-1 -10.4, PfG6PD inh 23.7, SENP7 inh -10.1, MIN6 prolif -3.8, SENP1 inh -3.2, UBC13 polyUb 10.2, SENP6 inh 8.9 and SENP8 block-2 -457.7.
Cc1cnc(C(=O)OCC(=O)Nc2c(Cl)cc(Cl)cc2Cl)cn1 was read as HKDC1 inhibitor 3.0, SENP8 block-1 -13.6, PfG6PD inh 0.7, SENP7 inh -5.2, MIN6 prolif -2.8, SENP1 inh -1.6, UBC13 polyUb 1.1, SENP6 inh -7.9 and SENP8 block-2 7.0.
Screening COc1ccc(NC(=O)/C=C2\SC(=O)NC2=O)cc1 returned HKDC1 inhibitor 1.8, SENP8 block-1 -9.5, PfG6PD inh -14.1, SENP7 inh 6.1, MIN6 prolif 0.1, SENP1 inh 3.1, UBC13 polyUb -6.1, SENP6 inh -25.2 and SENP8 block-2 12.4.
Screening Cc1cccc(C)c1NC(=O)CNC(=O)c1ccc2nc[nH]c2c1 returned HKDC1 inhibitor -0.1, SENP8 block-1 -9.0, PfG6PD inh -1.6, SENP7 inh 6.0, MIN6 prolif 0.2, SENP1 inh -2.9, UBC13 polyUb -1.4, SENP6 inh -16.5 and SENP8 block-2 17.7.
CC(C)CNC(=S)Nc1ccccc1F was read as HKDC1 inhibitor 1.4, SENP8 block-1 -6.2, PfG6PD inh 3.3, SENP7 inh -6.9, MIN6 prolif -0.1, SENP1 inh -0.9, UBC13 polyUb 19.0, SENP6 inh -14.7 and SENP8 block-2 21.1.
For COc1ccc([C@@H](OC)[C@@]2(Cc3ccc(O)cc3)N=C(N)N(C)C2=O)cc1 the results were HKDC1 inhibitor -7.1, SENP8 block-1 5.8, PfG6PD inh 1.1, SENP7 inh -5.0, MIN6 prolif 3.7, SENP1 inh 1.9, UBC13 polyUb 12.6, SENP6 inh -3.8 and SENP8 block-2 6.9.
`CON(C)c1nc(OCCNC(=O)COc2ccc(Cl)cc2C)nc(N(C)C)n1` gave HKDC1 inhibitor -5.0, SENP8 block-1 2.1, PfG6PD inh 9.7, SENP7 inh -1.6, MIN6 prolif 0.0, SENP1 inh 1.2, UBC13 polyUb -2.7, SENP6 inh -1.9 and SENP8 block-2 19.9.
Screening Cc1ccc(-c2noc(C3CCCN(C(=O)c4c(F)cccc4F)C3)n2)cc1 (stereo not drawn) returned HKDC1 inhibitor -3.8, SENP8 block-1 5.8, PfG6PD inh 5.5, SENP7 inh 0.0, MIN6 prolif -3.0, SENP1 inh 1.7, UBC13 polyUb -3.5, SENP6 inh 2.1 and SENP8 block-2 10.3.
COc1ccc(CCNc2c(C=O)c(=O)[nH]c3ccccc23)cc1OC was read as HKDC1 inhibitor 0.3, SENP8 block-1 -12.4, PfG6PD inh 1.1, SENP7 inh -12.8, MIN6 prolif 1.8, SENP1 inh 1.6, UBC13 polyUb -5.4, SENP6 inh -1.6 and SENP8 block-2 17.3.
For COc1ccc(NS(=O)(=O)c2cc(NC(=O)C3CC3)ccc2N2CCCCC2)cc1 the results were HKDC1 inhibitor -3.7, SENP8 block-1 1.5, PfG6PD inh 8.8, SENP7 inh 4.4, MIN6 prolif -4.2, SENP1 inh -0.4, UBC13 polyUb -1.3, SENP6 inh 2.7 and SENP8 block-2 -3.8.
COc1ccc([C@@H]2CC=C(C(=O)O)[C@H](c3cccc(Cl)c3)N2S(=O)(=O)c2ccccc2C)cc1 was read as HKDC1 inhibitor 2.0, SENP8 block-1 3.5, PfG6PD inh -19.9, SENP7 inh -9.1, MIN6 prolif -4.0, SENP1 inh -0.2, UBC13 polyUb -12.8, SENP6 inh -15.0 and SENP8 block-2 10.7.
Cc1cccc(C)c1NC(=O)C(C)Sc1n[nH]c(-c2ccncc2)n1 (stereo not drawn) was read as HKDC1 inhibitor -4.1, SENP8 block-1 2.2, PfG6PD inh 3.0, SENP7 inh 0.5, MIN6 prolif 0.0, SENP1 inh -2.6, UBC13 polyUb 4.5, SENP6 inh -2.8 and SENP8 block-2 9.6.
`COc1nccnc1NS(=O)(=O)c1ccc(N=Cc2c(C)[nH]n(-c3ccc(C)c(C)c3)c2=O)cc1` gave HKDC1 inhibitor 23.2, SENP8 block-1 8.6, PfG6PD inh 6.6, SENP7 inh 9.9, MIN6 prolif -3.5, SENP1 inh 1.4, UBC13 polyUb -19.8, SENP6 inh -20.9 and SENP8 block-2 19.3.
For Cc1ccc(C(=O)N/N=C/C=C/c2ccccc2)cc1 the results were HKDC1 inhibitor -7.2, SENP8 block-1 -8.9, PfG6PD inh 1.1, SENP7 inh -10.9, MIN6 prolif 0.1, SENP1 inh -0.5, UBC13 polyUb -2.6, SENP6 inh -20.3 and SENP8 block-2 -0.3.
Screening O=C(COC(=O)CCC(=O)c1ccccc1)Nc1nnc(-c2ccccc2)o1 returned HKDC1 inhibitor 1.3, SENP8 block-1 12.6, PfG6PD inh -22.6, SENP7 inh -0.5, MIN6 prolif 1.7, SENP1 inh 0.1, UBC13 polyUb 0.8, SENP6 inh -2.3 and SENP8 block-2 -50.1.
`O=C(CCc1nnc(Cc2ccc3c(c2)OCO3)o1)NC(c1ccccn1)C(F)(F)F` (stereo not drawn) gave HKDC1 inhibitor -13.3, SENP8 block-1 2.2, PfG6PD inh -8.1, SENP7 inh 6.2, MIN6 prolif 2.7, SENP1 inh 1.0, UBC13 polyUb 7.0, SENP6 inh -6.4 and SENP8 block-2 -7.2.
For Cc1cc(C)nc(SCc2cn3ccccc3n2)n1 the results were HKDC1 inhibitor -3.7, SENP8 block-1 -4.0, PfG6PD inh 16.4, SENP7 inh 2.1, MIN6 prolif 2.4, SENP1 inh 1.7, UBC13 polyUb 5.4, SENP6 inh -17.1 and SENP8 block-2 9.5.
Screening O=C(Cn1c(=O)c2cccn2c2ccc(F)cc21)N1CCN(c2ccc(F)cc2)CC1 returned HKDC1 inhibitor -3.7, SENP8 block-1 1.1, PfG6PD inh 5.3, SENP7 inh -1.7, MIN6 prolif 1.3, SENP1 inh -2.8, UBC13 polyUb 1.2, SENP6 inh -11.0 and SENP8 block-2 -13.0.
For O=C(Cn1cc2c(n1)CCCC2)N1CCOCC1 the results were HKDC1 inhibitor 1.6, SENP8 block-1 3.8, PfG6PD inh -5.8, SENP7 inh -8.7, MIN6 prolif -3.2, SENP1 inh 2.3, UBC13 polyUb -0.3, SENP6 inh 5.7 and SENP8 block-2 0.1.
Screening CCOC(=O)C(=O)NCC(c1cccs1)S(=O)(=O)c1ccc(Cl)cc1 (stereo not drawn) returned HKDC1 inhibitor -4.0, SENP8 block-1 -4.0, PfG6PD inh -10.1, SENP7 inh -16.8, MIN6 prolif -3.4, SENP1 inh 1.3, UBC13 polyUb -4.3, SENP6 inh 2.9 and SENP8 block-2 17.5.
`CCOC(=O)C1CCCN(C(=O)CCc2nnc(-c3ccc(C(C)=O)s3)o2)C1` (stereo not drawn) gave HKDC1 inhibitor 5.9, SENP8 block-1 7.0, PfG6PD inh -7.4, SENP7 inh 4.5, MIN6 prolif -0.4, SENP1 inh -1.0, UBC13 polyUb -5.7, SENP6 inh 7.3 and SENP8 block-2 16.7.
`CC(Oc1cccc([N+](=O)[O-])c1)C(=O)NCCC1=CCCCC1` (stereo not drawn) gave HKDC1 inhibitor 5.8, SENP8 block-1 5.3, PfG6PD inh 9.1, SENP7 inh -2.8, MIN6 prolif 3.2, SENP1 inh -0.5, UBC13 polyUb -0.5, SENP6 inh 6.9 and SENP8 block-2 16.9.
